Hsp70 inhibitors = Hsp70 inhibitors, probe displacement, primary screen, biochemical, fluorescence polarization (AID 583); one-dose displacement, % at 20 µM; IC50 in µM for titrated hits; Hsp70 fluorescence polarization probe displacement, mP; higher % means a stronger effect; 140,000 tested, 0.06% active; Heat shock 70 kDa protein 1A (Homo sapiens); in the data active = displacement above about 50%;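 note: plate controls were vehicle for no effect and reference ligand for full effect; a part of the inactive calls stands beside numbers as strong as those of hits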
Rat MKP-3 inhibitors = MKP-3 phosphatase inhibitors, primary screen, biochemical, rat enzyme, in vitro (AID 425); Dual specificity protein phosphatase 6 (Rattus norvegicus); recombinant MKP-3 phosphatase activity, fluorescence; higher % means a stronger effect; inhibition, % at 20 µM; hits with a dose series show IC50 in µM; 110,000 tested, 0.17% active; in the data active = inhibition above about 50%;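 note: plate controls were vehicle for no effect and reference inhibitor for full effect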
An asterisk follows results filed as active; / = no result given; & = joins results of further samples.

Second line of a record – Hsp70 inhibitors	Rat MKP-3 inhibitors
> Cc1ccc(/C=C2\C=C(c3ccc(Cl)cc3)OC2=O)cc1[N+](=O)[O-]
 : 2.6%	1%
> O=C(CCN1C(=O)c2ccccc2C1=O)N1CCN(Cc2ccc(Cl)cc2Cl)CC1
 : -7.5%	-4%
> COc1ccc(C(=O)Nc2ccc([N+](=O)[O-])cc2Br)cc1
 : -2.0%	0%
> COCC(=O)Nc1nnc(SCC(=O)NCc2cccs2)s1
 : 1.4%	-8%
> C=CCc1ccccc1OCC(O)CN1CCN(Cc2ccc3c(c2)OCO3)CC1 (configuration not stated)
 : -0.6%	6%
> COc1ccc(C(CNC(=O)c2ccc(-n3cnnn3)cc2)N2CCOCC2)cc1 (configuration not stated)
 : -8.7%	-10%
> Cc1ccc(C)c(N2CCN(C(=O)Cc3cn(C)c4ccccc34)CC2)c1
 : 8.3%	/
> COC(=O)c1cc(OC)c(OC)c(OC)c1N
 : -0.1%	-6%
> CCOC(=O)c1c(C)n(-c2ccccc2)c2ccc(O)c(CN(C)C)c12
 : 1.0%	4%
> Clc1ccc(N2CCN(N=Cc3cccc4ccccc34)CC2)cc1
 : -3.5%	2%
> COC(=O)c1c(C)oc2cc(Br)c(OC(C)C(=O)OC)cc12 (configuration not stated)
 : -0.6%	-2%
> Cn1nnnc1SCC(=O)Nc1nc(-c2ccccc2)c(-c2ccccc2)o1
 : 3.1%	4%
> COc1ccc(CCNC(=O)C2CC(=O)N(c3ccc(F)cc3)C2)cc1 (configuration not stated)
 : -3.3%	-1%
> CCOC(=O)c1ccc(N2NC(=O)/C(=C/c3ccc(OCc4ccccc4)c(OC)c3)C2=O)cc1
 : 2.1%	3%
> COc1ccccc1C(=O)Nc1cccc(SC)c1
 : -2.8%	/
> CC(=NCCN1CCOCC1)c1c(C(F)(F)F)[nH]n(-c2nc3ccccc3s2)c1=O
 : -4.5%	0%
> CCOc1ccc(-c2ncncc2-c2ccc(OC)cc2)c(O)c1
 : -3.9%	5%
> CCOc1ccccc1NC(=O)c1c(NC(=O)Cc2ccccc2)sc2c1CCC2
 : 1.7%	3%
> O=C(Nc1ccc(Cl)c(Cl)c1)Nc1nnc(-c2ccc(F)cc2)s1
 : -1.0%	-5%
> O=C1C(Cl)=C(NCCc2ccccc2)C(=O)N1c1cccc(Cl)c1Cl
 : 5.7%	-4%
> Cc1ccc(CNC(=O)c2ccccc2N)cc1
 : 1.5%	/
> Cc1c(Cl)cccc1NCCC(=O)c1ccc([N+](=O)[O-])cc1
 : -0.4%	2%
> CCCOc1ccc(-c2cn3ccccc3n2)cc1
 : -0.2%	0%
> Cc1cc(C)c(NC2=CC(=O)CC(C)(C)C2)c(C#N)c1
 : 0.9%	-1%
> O=C(CSc1nnc(C2COc3ccccc3O2)o1)N1CCOCC1 (configuration not stated)
 : -7.0%	5%
> Cc1ccccc1OCC(=O)Nc1ccc(-c2nc3ccccc3[nH]2)cc1
 : -2.8%	5%
> NC(=O)CC(O)c1cccc(Cl)c1 (configuration not stated)
 : -1.9%	-7%
> COc1cc(/C=N/NC(=O)CC2(C)OCCO2)cc(Br)c1OCc1cccc2ccccc12
 : 3.8%	0%
> O=C(O)CCC(=O)Nc1ccc(-c2nc3cc4ccccc4cc3[nH]2)cc1
 : 0.0%	4%
> C[N+](C)(C)CCOP(=O)(O)OP(=O)([O-])OC[C@H]1O[C@@H](n2ccc(N)nc2=O)[C@H](O)[C@@H]1O
 : -3.5%	/

Second line of a record – Hsp70 inhibitors	Rat MKP-3 inhibitors
> Cc1cccc(C(=O)O)c1NC(=O)C(C)Oc1ccccc1 (configuration not stated)
 : -2.8%	4%
> CCOC(=O)C1=C(C)NC(=O)NC1/C(C)=C/c1ccccc1 (configuration not stated)
 : 2.7%	-2%
> FC(F)(F)c1ccc2nnc(-c3cc(Br)ccc3OCc3ccccc3)n2c1
 : -4.5%	8%
> CC(C)Oc1ccc(C(=O)NC2CCCCC2)cc1
 : 3.2%	/
> COc1ccc(-c2noc(CCC(=O)Nc3cc(Cl)c(OC)cc3OC)n2)cc1
 : /	8%
> Cc1cc2c(Nc3c([N+](=O)[O-])ccc4c3=NC3(CCCCC3)N=4)cccc2nn1
 : 14%	15%
> O=C1C2CCCN2C(c2ccccc2)N1c1ccc(Cl)cc1 (configuration not stated)
 : 9.3%	-6%
> COc1ccc(Cl)cc1S(=O)(=O)N1CCN(C)CC1
 : 0.2%&-1.8%	6%&1%
> COc1ccc(OC)c(S(=O)(=O)n2ccnc2C)c1
 : 0.2%	/
> COC(=O)C1CCN(C(=O)NC2CCCCC2)CC1
 : 10%	-5%
> O=C(Nc1ccc(Cc2ccncc2)cc1)c1cc(Br)ccc1I
 : 2.0%	6%
> COc1ccc2cc([C@H](C)C(=O)O)ccc2c1
 : 0.6%	-5%
> CCn1c(SCC(=O)N2CCN(c3ccc(F)cc3)CC2)nnc1-c1ccncc1
 : -1.4%	-3%
> O=C(NCCCN1CCOCC1)c1cc2n(n1)C(C(F)(F)F)CC(c1ccc(Cl)c(Cl)c1)N2 (configuration not stated)
 : 1.1%	-1%
> O=C(COc1cc(Cl)ccc1Cl)Nc1nnc(CC(=O)N2CCOCC2)s1
 : -3.0%	-2%
> COc1ccccc1N(CC(=O)Nc1ccc(C)c(C)c1)S(=O)(=O)c1ccccc1
 : -1.5%	-2%
> CCn1c(SCC(=O)N2CCCCC2C)nc2ccsc2c1=O (configuration not stated)
 : -0.6%	/
> O=C(Nc1ccc(NC(=O)c2ccco2)nc1)c1ccccn1
 : 3.7%	-6%
> CCOc1ccc(CNc2nc3ccccc3n2CCN2CCOCC2)cc1
 : 3.1%	/
> CCN(CC)S(=O)(=O)N1CCC(C(=O)NC2CCCc3ccccc32)CC1 (configuration not stated)
 : -0.6%	-12%
> COc1ccc(-n2c(=O)cc(N3CCN(c4ccccc4F)CC3)[nH]c2=O)cc1
 : 2.3%	-5%
> O=C(Nc1nnc(-c2cccs2)s1)c1cccc2ccccc12
 : -2.7%	0%
> O=c1c2cnn(-c3ccccc3)c2ncn1Cc1ccco1
 : 1.5%	/
> CCCCOC(=O)C1=C(C)Nc2ncnn2C1c1cccc(OC)c1OC (configuration not stated)
 : 3.1%	-8%
> COC(=O)c1cc(NC(=O)C(C)Oc2ccccc2)cc(C(=O)OC)c1 (configuration not stated)
 : 18%	1%
> COc1ccc(Cl)c(N2CCN(CCCNC(=O)Nc3ccc(C)cc3)CC2)c1
 : 0.2%	2%
> CCN1C2=C(C(=O)CCC2)C(c2ccc(O)cc2)C2=C1CCCC2=O
 : -0.9%	-11%
> CCOC(=O)C(Sc1cc(C)nc(N)n1)C(C)=O (configuration not stated)
 : 1.5%	/
> CCCCc1oc2c(c(=O)c1C)C(=O)CC(c1ccccc1)C2 (configuration not stated)
 : 8.2%	/
> S=C1NC2=C(C(c3ccc(Cl)cc3Cl)N1)N1CCC2CC1 (configuration not stated)
 : 4.1%	-2%

Second line of a record – Hsp70 inhibitors	Rat MKP-3 inhibitors
> O=C1CC(N2CCC(c3nc4ccccc4o3)CC2)C(=O)N1Cc1cccs1 (configuration not stated)
 : -2.2%	-3%
> COc1ccccc1NC(=O)Cn1cnc2sc(C(=O)NCc3ccco3)c(C)c2c1=O
 : /	-8%
> CCOc1ccccc1N1CSC2=C(C#N)C(c3c(OC)ccc4ccccc34)CC(=O)N2C1 (configuration not stated)
 : -9.9%	-6%
> CCCNS(=O)(=O)c1ccc(OCC(=O)N2CCC(C(=O)OCC)CC2)cc1
 : 5.3%	-2%
> O=C(CSc1ccc(Cl)cc1Cl)Nc1cc(Cl)ccc1Cl
 : -3.4%	0%
> CCOc1ccccc1Nc1nc2ccccc2n2cnnc12
 : 4.0%	5%
> COc1ccc(NC(=O)N2CCN(c3cccc(C(F)(F)F)c3)CC2)cc1
 : 3.2%	-8%
> COc1ccc(/C=C/C(=O)Nc2c(C)nn(C)c2C)cc1COc1ccc(Br)cc1
 : -3.5%	/
> CN1C(=O)/C(=C\C=C\c2ccc(Br)cc2)SC1=S
 : -1.6%	1%
> COc1ccc(-c2nn3c(-c4ccncc4)nnc3s2)cc1OC
 : -0.3%	3%
> CCOC(=O)CSc1nnc(CNC(=O)c2cccs2)n1-c1ccccc1
 : -4.0%	9%
> O=C(Nc1nccs1)C1CC2CCC1C2 (configuration not stated)
 : -2.7%	/
> Cc1cc(C)c2oc(=O)cc(CN3CCN(Cc4ccc5c(c4)OCO5)CC3)c2c1
 : 4.2%	-1%
> CC(C)C(C(=O)N1CCOCC1)N1C(=O)c2ccccc2C1=O (configuration not stated)
 : 1.6%	-5%
> CC(C)CN1C(=O)/C(=C/c2cccs2)NC1=S
 : -0.8%	/
> Cn1nnnc1SCC(=O)N1c2ccccc2CCc2ccccc21
 : 4.6%	-10%
> CCOC(=O)N1CCC(NC(=O)C2CCCN(C(=O)c3cc4sccc4n3C)C2)CC1 (configuration not stated)
 : 4.8%	-10%
> Clc1ccccc1CN1CCN(N=Cc2cccc(Cl)c2Cl)CC1
 : 0.4%	0%
> COc1ccc(Cc2nc3ccccc3c(=O)n2/N=C/c2cccs2)cc1OC
 : -5.4%	2%
> Cc1ccc(C)c(N2CCN(C(=O)C3CCN(S(=O)(=O)c4c(C)noc4C)CC3)CC2)c1
 : -3.8%	1%
> COc1ccc(C(=O)c2oc3ccc(Br)cc3c2NC(C)=O)cc1
 : -3.4%	-3%
> O=C(Nc1cc(C(F)(F)F)cc(C(F)(F)F)c1)c1ccc([N+](=O)[O-])cc1
 : 0.6%	1%
> O=C1NCC2=C1C(c1ccc(O)cc1)Nc1ccccc1N2 (configuration not stated)
 : -0.1%	3%
> COc1ccc2oc(C)c(NC(C)=O)c2c1
 : 1.7%	-9%
> CCOc1c(Br)cc(C2NS(=O)(=O)N=C3CCCCCN32)cc1OC (configuration not stated)
 : -2.8%	8%
> Cc1ccc(/C=N/NC(=O)C(C)O)cc1 (configuration not stated)
 : 4.1%	2%
> Cc1onc(-c2ccccc2Cl)c1C(=O)Nc1ccc(OCC(=O)N2CCOCC2)cc1
 : -0.9%	/
> CC(C)C(=O)Nc1ccc2oc(-c3ccc(C(C)(C)C)cc3)nc2c1
 : 4.2%	-1%
> O=C(Nc1ccc2oc(=O)ccc2c1)c1cccnc1
 : 8.4%	4%
> O=C(NC1CC1)C1=NOC(CNc2ncc(C(F)(F)F)cc2Cl)C1 (configuration not stated)
 : 2.4%	/

Gathered by group, those above containing an NH in an aromatic ring.
Second line of a record – Hsp70 inhibitors	Rat MKP-3 inhibitors
> CC(=NCCN1CCOCC1)c1c(C(F)(F)F)[nH]n(-c2nc3ccccc3s2)c1=O
 : -4.5%	0%
> Cc1ccccc1OCC(=O)Nc1ccc(-c2nc3ccccc3[nH]2)cc1
 : -2.8%	5%
> O=C(O)CCC(=O)Nc1ccc(-c2nc3cc4ccccc4cc3[nH]2)cc1
 : 0.0%	4%
> COc1ccc(-n2c(=O)cc(N3CCN(c4ccccc4F)CC3)[nH]c2=O)cc1
 : 2.3%	-5%

The listing picks up, repeating the five entries before the break.
> Cc1ccc(/C=N/NC(=O)C(C)O)cc1 (configuration not stated)
  Hsp70 inhibitors: 4.1% | Rat MKP-3 inhibitors: 2%
> Cc1onc(-c2ccccc2Cl)c1C(=O)Nc1ccc(OCC(=O)N2CCOCC2)cc1
  Hsp70 inhibitors: -0.9% | Rat MKP-3 inhibitors: /
> CC(C)C(=O)Nc1ccc2oc(-c3ccc(C(C)(C)C)cc3)nc2c1
  Hsp70 inhibitors: 4.2% | Rat MKP-3 inhibitors: -1%
> O=C(Nc1ccc2oc(=O)ccc2c1)c1cccnc1
  Hsp70 inhibitors: 8.4% | Rat MKP-3 inhibitors: 4%
> O=C(NC1CC1)C1=NOC(CNc2ncc(C(F)(F)F)cc2Cl)C1 (configuration not stated)
  Hsp70 inhibitors: 2.4% | Rat MKP-3 inhibitors: /
> COc1cccc2cc(C(=O)NC3CC(C)(C)NC(C)(C)C3)c(=O)oc12
  Hsp70 inhibitors: 4.4% | Rat MKP-3 inhibitors: /
> O=C(c1nc2n(n1)C(c1ccc(Cl)cc1)C=C(c1ccccc1)N2)N1CCOCC1 (configuration not stated)
  Hsp70 inhibitors: 45% | Rat MKP-3 inhibitors: -6%
> CCCCC(c1nnnn1CS(=O)(=O)c1ccc(C)cc1)N1CCN(c2ccccc2)CC1 (configuration not stated)
  Hsp70 inhibitors: -0.7% | Rat MKP-3 inhibitors: 7%
> CCN1CCN(C(=O)Nc2cccc(C(F)(F)F)c2)CC1
  Hsp70 inhibitors: -0.2% | Rat MKP-3 inhibitors: -10%
> COc1ccc(C(NC(=O)C(C)(C)C)NC(=O)C(C)(C)C)cc1
  Hsp70 inhibitors: -5.0% | Rat MKP-3 inhibitors: 2%
> CCC1CCCCN1CCCNC(=O)Cn1nc(-c2ccc(C)cc2)ccc1=O (configuration not stated)
  Hsp70 inhibitors: 0.3% | Rat MKP-3 inhibitors: -9%
> CC1(c2ccccc2)CC(C)(C)N(C(=O)CSC2=NCCS2)c2ccccc21 (configuration not stated)
  Hsp70 inhibitors: 2.4% | Rat MKP-3 inhibitors: 4%
> CCCCn1c(SCC(=O)c2ccc(OC)cc2OC)nc2cc(S(N)(=O)=O)ccc21
  Hsp70 inhibitors: -2.3% | Rat MKP-3 inhibitors: 5%
> CCOC(=O)C1CCCN(c2nc3ccccc3nc2C(C#N)C(=O)NCc2ccccc2)C1 (configuration not stated)
  Hsp70 inhibitors: 40% | Rat MKP-3 inhibitors: -6%
> COC(=O)c1ccccc1NC(=O)CN(c1ccc(C)cc1)S(=O)(=O)c1ccc(F)cc1
  Hsp70 inhibitors: -2.6% | Rat MKP-3 inhibitors: 2%
> CCNC(=O)c1sc(-c2ccccc2)nc1C
  Hsp70 inhibitors: 4.2% | Rat MKP-3 inhibitors: 2%
> c1cc(CNc2ccc3c(c2)OCO3)ccn1
  Hsp70 inhibitors: 10% | Rat MKP-3 inhibitors: -14%
> Cc1cc2nc3s/c(=C\c4ccc(N5CCOCC5)c([N+](=O)[O-])c4)c(=O)n3c2cc1C
  Hsp70 inhibitors: -0.4% | Rat MKP-3 inhibitors: 0%

Assay outcomes: PubChem, Sanford-Burnham Center for Chemical Genomics

This is a subset; count on the stated rates, not on these rows.
